Screening results deposited in PubChem BioAssay by National Center for Advancing Translational Sciences (NCATS).
TRHR ag: qHTS for Small Molecule Agonists and Allosteric Enhancers of Human TRH Receptor: Primary Screen for Agonists; Thyrotropin-releasing hormone receptor (Homo sapiens), P34981; TRHR cells, calcium flux fluo-8, FDSS agonist mode; activation, % at 2 µM; 360,000 tested, 0.18% active; AID 493084, 2011; in the data active = activation above about 30%; also: 0% is about no effect
Target sequence (P34981 whole entry, looked up): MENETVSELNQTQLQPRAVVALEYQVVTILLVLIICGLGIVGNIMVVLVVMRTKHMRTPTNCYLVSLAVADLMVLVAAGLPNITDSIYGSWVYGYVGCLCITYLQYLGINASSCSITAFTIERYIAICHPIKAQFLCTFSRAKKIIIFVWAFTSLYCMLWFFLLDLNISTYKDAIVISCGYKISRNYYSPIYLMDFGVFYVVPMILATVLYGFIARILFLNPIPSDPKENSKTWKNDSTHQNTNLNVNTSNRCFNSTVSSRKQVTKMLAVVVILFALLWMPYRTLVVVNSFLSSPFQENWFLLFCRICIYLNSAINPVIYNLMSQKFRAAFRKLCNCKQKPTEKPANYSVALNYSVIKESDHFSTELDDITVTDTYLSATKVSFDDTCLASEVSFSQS
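TRHR-expressing cells loaded with fluo-8 calcium dye; 23 nL library compound pin-transferred, kinetic FDSS fluorescence (Ex 480/Em 530) recorded about 180 s for agonist-induced calcium release, before a 10 nM TRH EC20 addition for potentiator mode.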
D1 ag: Allosteric Agonists of the Human D1 Dopamine Receptor: qHTS; D(1A) dopamine receptor (Homo sapiens), P21728; HEK293 T-REx D1 cells, calcium flux, agonist mode; activation, % at 2 µM; 360,000 tested, 1% active; AID 504660, 2011; in the data active = activation above about 30%; also: 0% is about no effect
Target sequence (P21728 whole entry, looked up): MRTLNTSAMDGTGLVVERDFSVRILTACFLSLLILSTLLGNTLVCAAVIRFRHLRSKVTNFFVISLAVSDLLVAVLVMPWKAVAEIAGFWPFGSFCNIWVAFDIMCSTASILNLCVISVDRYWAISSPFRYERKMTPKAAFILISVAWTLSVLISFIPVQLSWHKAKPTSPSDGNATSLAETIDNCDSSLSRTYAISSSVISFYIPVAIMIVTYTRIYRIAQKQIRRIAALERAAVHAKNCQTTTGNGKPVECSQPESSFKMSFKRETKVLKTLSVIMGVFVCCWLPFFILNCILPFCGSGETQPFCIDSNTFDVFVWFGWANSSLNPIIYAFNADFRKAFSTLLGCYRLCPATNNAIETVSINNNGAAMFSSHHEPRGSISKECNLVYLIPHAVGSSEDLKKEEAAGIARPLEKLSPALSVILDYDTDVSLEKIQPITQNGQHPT
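Inducible HEK293 T-REx D1 cells, force-coupled to calcium signalling, were plated at 4000 cells/well with tetracycline and held overnight at 30 C. After no-wash calcium dye loading, compound-evoked calcium rise over 180 s flagged agonists.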
D1 antag: Antagonist of Human D 1 Dopamine Receptor: qHTS; HEK293 TREx D1 cells, calcium flux, dopamine EC80; active compounds read low; activity change, negative = inhibition, % at 10 µM; 360,000 tested, 3.2% active; D(1A) dopamine receptor (Homo sapiens), P21728; AID 504652, 2011; in the data active = activity change below about -30%; also: % is scaled to controls: 0 for no effect and ±100 for the full control effect
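After overnight tetracycline induction at 30 C, force-coupled D1 HEK293 cells took up a no-wash calcium dye at room temperature. Compounds were added and monitored 180 s, and the response to EC80 dopamine was then recorded.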
RXFP1 antagonist: qHTS Assay for Antagonists of the Relaxin Receptor RXFP1; Relaxin receptor 1 (Homo sapiens), Q9HBX9; HEK293-RXFP1, relaxin-stimulated cAMP HTRF, 30 min; active compounds read low; activity change, negative = inhibition, % at 57.5 µM; 350,000 tested, 0.59% active; AID 1259400, 2018;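 active = activity change of -60% or lower, but not beyond a set lower limit; inconclusive = change between -60% and -40%, or beyond the set limit; inactive = change above -40%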; also: % is scaled to controls: 0 for no effect and ±100 for the full control effect
TRHR PAM: qHTS for Small Molecule Agonists and Allosteric Enhancers of Human TRH Receptor: Primary Screen for Enhancers. enhancement, % at 2 µM. 360,000 tested, 0.66% active. TRHR cells, fluo-8 calcium fluorescence, EC20 TRH enhancement. Thyrotropin-releasing hormone receptor (Homo sapiens), P34981; in the data active = enhancement above about 30%; also: 0% is about no effect
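Enhancer read-out: after compound pinning and an initial kinetic agonist-mode read, an EC20 of TRH (10 nM final) was injected and fluo-8 calcium signal (Ex 480/Em 530) followed at 1 s/cycle for 100 cycles in TRHR-expressing cells.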
RXFP1 ag: qHTS Assay for Agonists of the Relaxin Receptor RXFP1; HEK293T-RXFP1 cAMP TR-FRET, 30 min; response scale: percent of porcine relaxin response, buffer zero; 370,000 tested, 0.3% active; Relaxin receptor 1 (Homo sapiens), Q9HBX9; Potency, µM (titrated, usually from 57.5 µM), for inactives: at the top dose activation, usual class: activators; also: potency is read from the fitted curve at half-maximal effect; % is scaled to controls: 0 for no effect and ±100 for the full control effect; nearly all actives have a fitted effect of over 60% in size; many of its hits are not listed in these tables
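HEK293 cells stably expressing RXFP1, treated 30 min at 37C with compounds plus PDE4 inhibitor Ro 20174; cAMP measured by HTRF TR-FRET. Normalized to buffer and 29 nM porcine relaxin; EC50 by Hill fit.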
D1 PAM: Potentiators of Human D1 Dopamine Receptor: qHTS; D(1A) dopamine receptor (Homo sapiens), P21728; 360,000 tested, 0.036% active; potentiation, % at 10 µM; HEK293 TREx D1 cells, calcium flux, dopamine EC20 potentiation; in the data active = potentiation above about 30%; also: 0% is about no effect
D2 potentiator: HTS Assay for Positive Allosteric Modulators of the Human D2 Dopamine Receptor: Primary Screen for Potentiators; HEK293 T-REx D2, calcium flux, EC20 dopamine potentiation; potentiation, % at 10 µM; 340,000 tested, 0.34% active; AID 485347, 2010;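 active = potentiation over 3 SD above the plate norm, cut at about 30% in these data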; also: 0% is about no effect
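Tetracycline-induced Hek293 Trex D2 cells, force-coupled to calcium, loaded with no-wash calcium dye. Compound added with 180 s kinetic read for agonism, then EC20 dopamine and a further 180 s read for potentiation.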
Anesthetic bind: qHTS Assay for Identification of Novel General Anesthetics | Ferritin light chain (Equus caballus), P02791 | apoferritin/1-aminoanthracene competitive binding, fluorescence | Potency, µM (doses to about 77.5 µM), inactives show at the top dose activity change, negative = displacement, usual class: inhibitors | 350,000 tested, 0.074% active | AID 485281, 2010; also: potency is read from the fitted curve at half-maximal effect; % is scaled to controls: 0 for no effect and ±100 for the full control effect; nearly all actives have a fitted effect of over 20% in size
Target sequence (P02791 2-175 limits assumed): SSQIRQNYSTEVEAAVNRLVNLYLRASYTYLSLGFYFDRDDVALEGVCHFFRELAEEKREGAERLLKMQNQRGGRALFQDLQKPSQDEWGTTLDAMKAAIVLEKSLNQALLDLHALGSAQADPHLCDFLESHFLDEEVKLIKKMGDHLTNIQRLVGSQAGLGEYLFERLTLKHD
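Horse-spleen apoferritin (10 uM) in 50% saturated 1-aminoanthracene in PBS was incubated 10 min at room temperature with compound. Fluorescence (ex 380, em 535 nm) was normalized to free and bound 1-AMA, with concentration-response fitted by a four-parameter Hill equation.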
Numbers without * were called inactive; ? = inconclusive; . = no result given; & = joins results of further samples; [ ] = another dose, or the depositor's remark. Unless noted, calls follow the shape of the dose curve; as a rule, active = well fitted curve in the direction sought with a large enough effect; inconclusive = small, poorly fitted or top-dose-only effect, or another doubt; inactive = no such curve, though single readings can be large; an effect the other way counts as inactive or inconclusive.

SMILES	TRHR ag	D1 ag	D1 antag	RXFP1 antagonist	TRHR PAM	RXFP1 ag	D1 PAM	D2 potentiator	Anesthetic bind
O=S(=O)(c1ccc(Br)cc1)N1CCN=C1SCc1cccnc1	-1.2	5	2	-5	-1	12%	0	1	-7%
COc1ccc(N2CC(C(=O)Nc3nnc(SCc4ccccn4)s3)CC2=O)cc1 (centres undefined)	-0.9	1	2	-3	-4	1.3%	7	.	-1%
COC(=O)C1CCN(C(=O)COC(=O)c2cc(-c3ccccc3)nc3ccc(OC)cc23)CC1	-0.4	2	1	15	-6	3.2%	3	4	.
CCC1CN(C(=O)NCc2cccc(OC)c2)c2ccccc2O1 (centres undefined)	-0.7&0.0	0&1	-6&-3	-1&-2	12&20	0.0%&-2.0%	-3&-4	-1&-1	4%&2%
S=C(NC1CCCC1)N1CCOCC1	0.6	1	-16	13	-2	1.0%	0	-6	-4%
CCN(CC)S(=O)(=O)c1ccc(N2CCCC2)c(NC(=O)c2c(-c3ccccc3)noc2C)c1	0.1	3	-9	-3	-12	-1.0%	-5	5	-18%
COc1cccc(NC(=O)CN(C)C(=O)CCCNC(=O)c2ccc(Cl)cc2)c1	0.7	1	3	1	2	-1.9%	0	12	.
Cc1cc(C(F)(F)F)nn1CC(=O)NCc1cccs1	0.8	0	-5	5	-6	-0.2%	-4	2	-12%
COc1ccc(S(=O)(=O)NC(Cc2ccccc2)C(=O)O)cc1 (centres undefined)	0.0	5	-8	7	0	-0.9%	-1	-4	-4%
O=C(O)Cn1ncc2c1-c1ccoc1CC2	0.8	3	4	6	-11	0.3%	-6	5	0%

Individual results from the entries so far.
`COc1ccc(S(=O)(=O)NC(Cc2ccccc2)C(=O)O)cc1` (centres undefined) in Anesthetic bind = -4%
`O=S(=O)(c1ccc(Br)cc1)N1CCN=C1SCc1cccnc1` in TRHR ag = -1.2
`S=C(NC1CCCC1)N1CCOCC1` in D1 antag = -16

Other results follow:
SMILES	TRHR ag	D1 ag	D1 antag	RXFP1 antagonist	TRHR PAM	RXFP1 ag	D1 PAM	D2 potentiator	Anesthetic bind
COC(=O)c1nc(-c2ccccc2)oc1N1CCOCC1	-0.6	0	3	-6	1	6.7%	0	4	0%
CCn1cc(C(=O)NCCC(C)C)c(=O)c2cc(S(=O)(=O)N(C)C3CCCCC3)ccc21	0.2	2	4	.	7	1.1%	1	23	?
COc1ccccc1NC(=O)Nc1ccccc1C#N	0.0	0	6	-14	11	-0.2%	-12	-8	6%
CC1CC1c1ccc(/C=C(\C#N)C(=O)Nc2cccc(Cl)c2Cl)o1 (centres undefined)	0.6	4	-23	-10	-8	-0.1%	-11	-27	-2%
CC(C)=C1C2CCC1C(C(=O)NCCc1ccccc1)C2C(=O)O (centres undefined)	-0.3	6	4	20	3	1.5%	-2	-11	-6%
Cn1nc(-c2ccccc2)c(C(=O)NC(C(=O)O)c2ccccc2)c1Cl (centres undefined)	1.0	1	5	3	7	-3.8%	7	4	-2%
COc1ccc(CCNC(=O)CSc2nc(C)cs2)cc1	0.1	2	2	-1	-4	-0.7%	-8	10	-5%
CCOC(=O)c1sc2nc(N3CCOCC3)c3c(c2c1N)CC(C(C)C)OC3 (centres undefined)	-0.4	1	3	4	-1	6.7%	5	4	-5%
COc1cccc(NC(=O)CN(C)C(=O)Cc2ccc(Cl)cc2Cl)c1	-0.4	-1	8	-17	5	0.8%	3	15	-11%
O=C(OCc1cc2ccccc2[nH]c1=O)c1cccs1	0.5	1	-2	4	-6	3.1%	-11	-17	0%
Oc1ccc2ccccc2c1C=Nc1ccccc1-c1nc2ccccc2[nH]1	-0.5	0	-9	.	3	6.9%	-1	0	101%[activator]
CCN(CC)C(=O)CSc1nc2cc3c(cc2c(=O)n1Cc1ccc(OC)cc1)OCO3	0.6	1	-9	8	-4	0.3%	-3	.	-12%
COc1ccc(N2C(=O)CC(NCc3ccncc3)C2=O)cc1 (centres undefined)	-1.2	4	-15	2	-4	-0.3%	-1	-4	5%
Cc1nonc1NCn1nnc2ccccc21	0.0	3	-3	8	0	0.0%	4	-8	-11%
CCOC(=O)c1nc(Nc2ccc(OC)cc2)c2ccccc2n1	0.3&-1.7	1&12	-4&-19	-11&-13	4&-2	5.8%&6.7%	-7&-3	-8&1	3%&4%
O=C(CCNS(=O)(=O)c1ccc(Cl)cc1)OCC(=O)c1ccc[nH]1	0.9	12	-7	-6	14	0.5%	-2	15	-11%
OCC1CCCN1C(=S)Nc1ccccc1 (centres undefined)	1.3	1	-3	0	11	0.4%	-8	3	-5%
COc1cccc(N2CCN(CC(=O)NC(C)c3ccccc3)CC2)c1 (centres undefined)	-0.9	4	-8	-27	1	3.9%	-2	-11	-6%
Cc1ccc2nc(SC(C)C(=O)Nc3cccc([N+](=O)[O-])c3)[nH]c2c1 (centres undefined)	0.4	11	-24	.	6	-0.7%	-1	-3	?
Cc1onc(-c2c(F)cccc2Cl)c1C(=O)N1CCOC12CCCCC2	-0.3	1	-7	?	0	-0.2%	5	-1	-8%

Random excerpt: two entries already listed
SMILES	TRHR ag	D1 ag	D1 antag	RXFP1 antagonist	TRHR PAM	RXFP1 ag	D1 PAM	D2 potentiator	Anesthetic bind
COc1cccc(N2CCN(CC(=O)NC(C)c3ccccc3)CC2)c1 (centres undefined)	-0.9	4	-8	-27	1	3.9%	-2	-11	-6%
Cc1onc(-c2c(F)cccc2Cl)c1C(=O)N1CCOC12CCCCC2	-0.3	1	-7	?	0	-0.2%	5	-1	-8%

(cont.)
SMILES	TRHR ag	D1 ag	D1 antag	RXFP1 antagonist	TRHR PAM	RXFP1 ag	D1 PAM	D2 potentiator	Anesthetic bind
O=C(/C=C/Nc1cccc(F)c1)c1ccco1	-0.4	0	2	7	1	1.9%	-4	-1	-6%
Cc1sc2ncnc(NCc3ccccc3)c2c1C	-0.7	5	-25	-20	0	-1.3%	-9	-13	-11%
Cc1cc(N2CCCC2=O)ccc1S(=O)(=O)NC1CCCCC1	0.3	10	-7	3	1	-0.5%	-3	-4	-6%
O=C(CC(SCc1ccco1)c1ccc(O)cc1)c1cccs1 (centres undefined)	0.5	2	-17	-12	1	0.2%	-6	2	?
Cc1cccc[n+]1CC(=O)Nc1cccc([N+](=O)[O-])c1	-0.1	1	0	3	2	1.1%	-8	-17	-2%
COc1ccccc1N1CCN(CCOc2c(OC)cccc2OC)CC1	-0.1	3	-21	4	-2	-1.1%	-10	-21	-6%
Cc1ccc(S(=O)(=O)N2CCC(C(=O)Nc3nnc(C45CC6CC(CC(C6)C4)C5)s3)CC2)cc1	1.6	1	-2	.	-3	4.1%	-4	3	?
Cc1[nH]c2ccccc2c1C1(O)C(=O)N(Cc2ccccc2)c2ccc(Cl)cc21 (centres undefined)	0.6	0	15	.	29	-0.2%	-1	1	-9%
Cc1cc(=O)[nH]c2c1cnn2Cc1ccccc1	-1.6	-1	-2	-3	-2	0.8%	-9	0	-6%
CSc1ccc2c(c1)C(N1CCN(C)CC1)Cc1ccccc1S2 (centres undefined)	3.0	24	-87*	-20&-22	-3	6.3%	-2	-27	-6%&-13%&-6%
COc1cc(NC(=O)C2=C(N3CCOCC3)/C(=C\c3ccc(N(C)C)cc3)CCC2)cc(OC)c1OC	-0.1	8	-8	4	4	1.9%	0	-3	-3%
O=C1CC(c2ccccc2)=NN1c1ccc([N+](=O)[O-])cc1	-0.8	11	-14	-39	-2	-0.2%	-6	.	?
COc1ccc(OC)c(NC(=O)/C=C/c2ccc(C)o2)c1	-1.0	0	-17	0	-7	1.2%	-2	-2	-9%
COc1ccc(NC(=O)Nc2nnc(C)s2)cc1	-0.1	2	2	-11	0	2.2%	-2	-8	-6%
N#Cc1cccc(NC(=O)COC(=O)c2ccccc2C(=O)c2ccc(Cl)c([N+](=O)[O-])c2)c1	0.0	7	-3	-33	-9	-5.2%	-3	1	-3%
COc1ccccc1CNC(=O)C1CCN(C(=O)NC2CCCCC2)CC1	2.0	1	-3	-2	3	0.2%	-5	1	-1%
COc1cc(OC)c(NC(=O)CCc2nc(C3=CCN(Cc4cccc(Cl)c4)CC3)no2)cc1Cl	0.6	0	5	.	0	0.2%	-2	11	-11%
COc1ccc(C)cc1NC(=O)CCCN1C(=O)CCC1=O	0.0	0	-1	-5	2	2.8%	-5	7	0%
CC(=O)Nc1ccc(C(O)(C(F)(F)F)C(F)(F)F)cc1	-1.6	5	-7	-33	-1	0.7%	-4	-4	?
COc1cc(C(=S)N2CCOCC2)cc(OC)c1O	0.0	1	4	-7	3	-5.2%	-1	2	8%
Cc1ccc(CCNc2ccccc2C)cn1	0.4	0	3	-8	0	-0.5%	-1	7	-15%
COc1ccccc1C(=O)Nc1ccnn1C1CCN(C(=O)C2CCOC2)CC1 (centres undefined)	0.3	4	-9	10	-1	3.2%	-4	0	3%
COc1ccccc1OCC(=O)NNC(=O)C1CCN(c2ncnc3sc(C)c(C)c23)CC1	-1.6	0	4	-6	1	0.7%	2	10	.
Cc1nc2cc(NCc3cc([N+](=O)[O-])ccc3O)ccc2n1Cc1ccccc1	-0.5	7	-14	-3	4	0.8%	-7	5	-5%
CCOC(=O)c1sc(=NC(=O)c2cc(OC)c(OC)c(OC)c2)n(C)c1C	-1.1	4	-2	-17	6	26%	-3	16	-6%
COc1ccc(Cc2nnc(SCC(=O)Nc3ccc(N4CCOCC4)cc3)n2C)cc1	-0.6	0	-1	-7	4	0.3%	4	17	5%
Cc1cc(C)nc(NN=C(c2ccccc2)c2ccccc2)n1	-1.1	1	8	-14	-6	-0.1%	-3	-20	-7%
O=C(NN1CCOCC1)c1ccccc1Br	0.1	5	-8	-4	0	0.1%	0	33*	-7%
CCOC(=O)c1c2ccc(OCC(=O)N/N=C/c3ccccc3C(F)(F)F)cc2n2ccccc12	1.3	2	0	.	0	2.9%	2	7	-10%
Cc1ccc(N2C(=O)C(Cc3ccccc3)NC2=S)cc1 (centres undefined)	-0.2	1	37	-3	3	1.1%	-2	6	-7%

This is a subset (hit frequency here may not be typical).
